Screening data from PubChem.
BRCA1 expr up: BRCA1 expression activation | MCF7-BRCA1-FFLuc reporter, luminescence, 48 h; response scale: scaled: vehicle 0%, 10 µM genistein 100% | Potency, µM (doses to about 46.1 µM), inactives show top-dose activation, most hits filed as activators | 380,000 compounds, 1.1% hits | AID 624202; note: potency is the fitted concentration of half-maximal effect; nearly all actives have a fitted effect of over 80% in size; some results filed as inactive show a strong effect at the top dose
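Cells: MCF7-BRCA1-FFLuc, 2000/well. Exposure: 48 h, 37 °C, 5% CO2. Read: luminescence, 15 min post-substrate. Controls: genistein 10 microM (maximal activation), DMSO (neutral).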
ELG1 genotox: induces genotoxicity in HEK293T cells with luciferase-tagged ELG1; 330,000 compounds, 1.3% hits; HEK293T ELG1-luciferase reporter, luminescence, 16 h; Potency, µM (series often up to 46 µM), for inactives: at the highest dose activity change, positive = activation, actives largely listed as activators; note: potency is the fitted concentration of half-maximal effect; % of control where 0% means no effect; nearly all actives have a fitted effect of over 60% in size
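Reporter readout depends on ELG1 protein level, which increases with genetic stress. After 16 hr compound exposure at 37 °C, luciferase activity was quantified using ONE-Glo.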
TRPV1 ag: agonists of human vanilloid receptor 1 (TRPV1); TRPV1-expressing cells, Fluo-8 calcium influx, agonist mode; activation, % at 8.33 µM; 320,000 compounds, 0.19% hits; AID 540275; in the data active = activation above about 80%; inconclusive = between about 30% and that limit; note: 0% is about no effect
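TRPV1-expressing cells were cultured overnight at 35.5C and loaded with Fluo-8 calcium dye for 40 to 90 min at room temperature. After a 10 s baseline, compound was added and calcium influx was read kinetically for 3 min (ex 480/em 520 nm).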
USP2a block: USP2a (human) protease inhibition. O75604. USP2 core, Ub-CHOP2 coupled fluorogenic reporter, 485/531. Potency, µM (doses to about 38.3 µM), inactives show at the highest dose activity change, negative = inhibition, actives largely listed as inhibitors. 330,000 compounds, 0.01% hits;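 note: potency is the fitted concentration of half-maximal effect; plate controls were DMSO wells for no effect and full inhibition by NEM control for full effect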
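Cell-free coupled assay: 10nM USP2 core preincubated 30min RT with compound in Tris-HCl pH 8.0/CaCl2/CHAPS buffer, then 25nM Ub-CHOP2 and 25nM reporter substrate; fluorescence (Ex 485/Em 531) read after 60min RT, normalized to NEM inhibition, concentration-response curves fitted.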
Eya2 inh: blocks the phosphatase activity of human Eya2; O00167; recombinant Eya2, OMFP fluorescence dephosphorylation (OMFP is methylfluorescein phosphate); Potency, µM (series often up to 76.9 µM), for inactives: at the top dose activity, negative = inhibition, actives largely listed as inhibitors; 330,000 compounds, 0.006% hits; AID 488837; note: potency is the fitted concentration of half-maximal effect; % is set by controls: 0 for no effect and ±100 for the full control effect
Target sequence (O00167 whole entry, looked up): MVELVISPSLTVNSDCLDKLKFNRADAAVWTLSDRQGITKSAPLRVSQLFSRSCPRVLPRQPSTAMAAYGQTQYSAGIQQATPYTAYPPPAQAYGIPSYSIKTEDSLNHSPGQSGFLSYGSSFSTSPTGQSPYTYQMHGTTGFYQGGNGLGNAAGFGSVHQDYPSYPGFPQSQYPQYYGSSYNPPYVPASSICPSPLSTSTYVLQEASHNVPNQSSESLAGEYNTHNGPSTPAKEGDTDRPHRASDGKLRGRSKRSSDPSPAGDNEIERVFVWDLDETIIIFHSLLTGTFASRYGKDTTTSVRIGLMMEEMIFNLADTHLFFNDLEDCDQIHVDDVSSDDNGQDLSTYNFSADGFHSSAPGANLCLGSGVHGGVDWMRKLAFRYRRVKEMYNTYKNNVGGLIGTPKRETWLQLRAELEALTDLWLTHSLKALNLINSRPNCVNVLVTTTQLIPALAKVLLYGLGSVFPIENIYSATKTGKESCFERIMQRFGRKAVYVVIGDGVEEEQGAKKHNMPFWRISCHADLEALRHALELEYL
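Eya2 protein (added as 0.2 uM solution) was preincubated with compound for 10 min at ambient temperature in 50 mM HEPES pH 7.5, 50 mM NaCl, 5 uM MgCl2, 0.05% BSA, 1 mM DTT. OMFP (added at 50 uM) then reacted 10 min; fluorescence read at 485/525 nm.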
S-ASM inh: blocks human secretory acid sphingomyelinase | P17405 | placental ASM, HMU-PC fluorogenic substrate, 60 min | Potency, µM (top dose mostly 57.5 µM), without a hit: top-dose activity change, negative = inhibition, actives largely listed as inhibitors | 340,000 compounds, 0.006% hits | AID 504937; note: potency is the fitted concentration of half-maximal effect
Target sequence (P17405 47-631 limits assumed): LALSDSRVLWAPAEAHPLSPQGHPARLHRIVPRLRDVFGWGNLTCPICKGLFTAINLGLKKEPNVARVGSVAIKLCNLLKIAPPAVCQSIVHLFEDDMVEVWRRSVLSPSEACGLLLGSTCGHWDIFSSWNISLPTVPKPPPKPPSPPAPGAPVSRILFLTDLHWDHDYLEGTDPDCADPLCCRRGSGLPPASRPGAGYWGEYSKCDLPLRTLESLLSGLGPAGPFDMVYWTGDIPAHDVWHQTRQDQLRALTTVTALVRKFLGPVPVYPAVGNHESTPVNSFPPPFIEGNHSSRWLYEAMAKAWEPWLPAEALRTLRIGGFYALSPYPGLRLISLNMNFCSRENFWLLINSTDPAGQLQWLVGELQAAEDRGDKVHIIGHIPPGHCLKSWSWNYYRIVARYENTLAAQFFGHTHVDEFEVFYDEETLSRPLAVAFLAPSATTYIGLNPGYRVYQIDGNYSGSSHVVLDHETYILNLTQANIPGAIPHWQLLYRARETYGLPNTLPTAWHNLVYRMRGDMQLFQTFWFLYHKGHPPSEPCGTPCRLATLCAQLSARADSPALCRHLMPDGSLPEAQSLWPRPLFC
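Fluorogenic HMU-PC substrate (9 uM final) is turned over by placental ASM in 60 min at 37 C after a 10 min compound preincubation. Reaction ended by alkaline stop (pH 10), with fluorescence read at 386/447 nm.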
uPA surface inh: inhibitors of cell surface uPA generation | 330,000 compounds, 0.31% hits | cell surface uPA generation assay, qHTS | AID 540303 | Potency, µM (titrated, usually from 38.3 µM), without a hit: top-dose activity change, negative = inhibition, usual class: inhibitors; active = well fitted inhibition curve with a large enough effect; inconclusive = small, poorly fitted or top-dose-only effect; inactive = no such curve, though single readings can be large or run the other way; tested in mouse RAW 264.7 cells; note: potency is the fitted concentration of half-maximal effect; % is set by controls: 0 for no effect and ±100 for the full control effect; nearly all actives have a fitted effect of over 55% in size
p53 reactivation: re-activators of mutant p53; H1299 p53-A138V BP100-luciferase reporter, luminescence, 24 h; Potency, µM (top dose mostly 92.2 µM), without a hit: at the highest dose activity change, positive = activation, usual class: activators; 320,000 compounds, 0.063% hits; AID 504706; note: potency is the fitted concentration of half-maximal effect; % of control where 0% means no effect; nearly all actives have a fitted effect of over 45% in size
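H1299 (p53-null), stable ts p53-A138V + BP100-Luc; 1000 cells/well, Opti-MEM/10% FBS; cpd 4 pt, 1:5; 24 h, 37 deg C, 5% CO2; detection reagent 10 min RT; luminescence.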
TSG101-PTAP inh: blocks PTAP/TSG101 interaction to inhibit HIV-1 budding; Q99816; Fluorescence polarization, FITC-PTAP peptide / Tsg101 binding; Potency, µM (series often up to 115 µM), without a hit: at the highest dose activity change, negative = inhibition, most hits filed as inhibitors; 340,000 tested, under 10 active; AID 493005; active = well fitted inhibition curve with a large enough effect in the main read-out, with a control signal flat, not every such curve was filed as active; inconclusive = small, poorly fitted or top-dose-only effect, or effect the other way, or a change in a side signal; inactive = no such curve, though single readings can be large or run the other way; note: potency is the fitted concentration of half-maximal effect; % of control where 0% means no effect
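Fluorescence anisotropy tracks displacement of a FITC-tagged PTAP peptide (50 nM) from the Tsg101 binding domain (10 uM), following a 20 min room-temperature incubation at pH 7.5.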
Integrin act MD: integrin-mediated muscular dystrophy alleviation activation | alpha7betagal myoblasts, beta-gal FDG fluorescence, 48 h | Potency, µM (titrated, usually from 38.3 µM), without a hit: top-dose activation, hits mostly activators | 350,000 compounds, 0.064% hits | AID 624291;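 note: potency is the fitted concentration of half-maximal effect; 100% = response of the positive control SU9516; nearly all actives have a fitted effect of over 60% in size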
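alpha7betagal+/- myoblasts (passage 13, 250/well) treated 48 h at 37C with compounds at 1:260 dilution of DMSO stock. Lysed, then beta-galactosidase activity read as FDG fluorescence (ex 480/em 540) after 30 min, with pre-read for autofluorescence.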
B2AR arrestin: recruits beta-arrestin to the human beta2-adrenergic receptor; P07550; 330,000 compounds, 0.02% hits; Potency, µM (doses to about 46.1 µM), without a hit: at the top dose activation, most hits filed as activators; beta-arrestin recruitment to beta2AR, cell-based reporter;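 note: potency is the fitted concentration of half-maximal effect; 0% = DMSO controls and full agonism = EC100 isoproterenol or metaproterenol; nearly all actives have a fitted effect of over 65% in size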
An asterisk follows results filed as active; i = inactive; ? = inconclusive; nt = no result given; [ ] = remark or other dose. Unless noted, calls come from the whole dose curve; as a rule, active = well fitted curve in the direction sought with a large enough effect; inconclusive = small, poorly fitted or top-dose-only effect, or another doubt; inactive = no such curve, though single readings can be large; an effect the other way counts as inactive or inconclusive.

SMILES | BRCA1 expr up | ELG1 genotox | TRPV1 ag | USP2a block | Eya2 inh | S-ASM inh | uPA surface inh | p53 reactivation | TSG101-PTAP inh | Integrin act MD | B2AR arrestin
C/C(=N\N=C1\NC(=O)CC(C(=O)O)S1)c1ccc(F)cc1 (centres undefined) | 14% | -1% | 0 | 1% | -1% | 1% | 5% | -5% | -1% | 7% | -1.1%
O=S(=O)(NCc1cccnc1)c1ccc2ccccc2c1 | -3% | -4% | 0 | 3% | -10% | 7% | -1% | -1% | 0% | 2% | -0.4%
Cn1c(=O)cc(SCC(=O)Nc2ccccn2)c2ccccc21 | -18% | ? | -3 | 1% | 13% | 2% | -2% | 7% | -7% | -9% | 0.5%
Cc1c(CC(=O)N2CCN(C(=O)C3COc4ccccc4O3)CC2)c(=O)oc2c(C)c(O)ccc12 (centres undefined) | -20% | -8% | 1 | -3% | 6% | i | -11% | -15% | 2% | -35% | -0.3%
COc1ccc(N2CCN(CC(=O)Nc3ccccc3C(=O)NCc3ccccc3)CC2)cc1 | -27% | -8% | 5 | -1% | 9% | -9% | 10% | -2% | 0% | 3% | -1.1%
FC(F)(F)c1ccc(Cl)c(-n2c(-c3ccco3)n[nH]c2=S)c1 | -11% | -1% | -1 | 0% | ? | 1% | -9% | -1% | -3% | -9% | -0.7%
CCOc1ccc(NC(=O)OCCN2CCN(CCc3ccccc3)C(C)C2)cc1 (centres undefined) | -18% | nt | nt | nt | nt | -1% | -6% | nt | 1% | -35% | nt
Cc1nn(Cc2ccc(F)cc2)c(C)c1NC(=O)c1noc2c1CCCCC2 | -27% | -19% | 8 | -1% | 1% | 0% | nt | -20% | -3% | 15% | 0.4%
Cn1c(N)c(C(=O)CSc2nnc(C3CC3)n2N)c(=O)n(C)c1=O | 0% | 3% | 0 | -9% | -8% | 5% | -13% | -1% | -4% | -11% | 0.1%
COc1ccc(OCCC(=O)OCC(=O)NC(=O)NC2CCCCC2)cc1 | 23% | 2% | 19 | -1% | -8% | nt | -4% | 22% | -4% | 17% | 0.2%
O=C1CCCCCN1Cc1ccccc1 | 29% | 0% | 2 | -10% | -4% | 5% | -2% | 12% | -6% | 10% | 3.2%
CC(C)NC(=O)C1(c2ccccc2)CC1(Cl)Cl (centres undefined) | 0% | -1% | 4 | 6% | 3% | 4% | -12% | 0% | -5% | 19% | -0.7%
COc1ccc(CN(C)CC(=O)Nc2cccc(S(N)(=O)=O)c2)c(OC)c1OC | -4% | -6% | -1 | 0% | -2% | 3% | 0% | -3% | -5% | -17% | 0.0%
O=S(=O)(c1ccc(Cl)cc1)N1CCN(CCc2ccncc2)CC1 | -10% | -6% | 1 | 0% | 0% | 4% | -1% | 3% | -4% | 18% | -0.5%
CN(Cc1ccccc1F)C(=O)COc1ccc(C(=O)c2ccccc2)cc1 | -39% | -10% | 16 | -1% | -1% | -6% | -3% | 3% | -6% | -46%[inhibitor] | 0.5%
O=C(c1ccccc1-c1nc(-c2ccc(Cl)cc2)no1)N1CCCC1 | -32% | ? | 1 | -1% | 2% | 0% | -8% | 15% | -1% | 4% | 0.5%
CC(C)(C)Cc1nnc(NS(=O)(=O)Cc2ccccc2)s1 | 10% | 5% | -7 | -3% | -4% | 0% | 0% | -2% | 0% | 9% | -0.1%
CCOc1ccc(NC(=S)N2CCN(CCN3C(=O)c4cccc5cccc(c45)C3=O)CC2)cc1 | -31% | -6% | 5 | 1% | -9% | -1% | -21% | -2% | -1% | -3% | 0.2%
COc1ccc(C(=O)Nc2cc3c(cc2N2CCOCC2)n(C)c(=O)n3C)cc1OC | -17% | 15% | 3 | 3% | -13% | 3% | 3% | 10% | -6% | -45%[inhibitor] | -0.3%
C1CCC(Nc2nnnn2C2CCCCC2)CC1 | 16% | 0% | 8 | 0% | 6% | 4% | 10% | -10% | -4% | -12% | -0.3%
O=C(NCc1ccon1)C1CCC(=O)N(CCc2cccc(F)c2)C1 (centres undefined) | -2% | 0% | 2 | 0% | -2% | 0% | 5% | nt | -1% | 4% | 0.1%
CN(C)S(=O)(=O)c1ccc(N2CCCC2)c(C(=O)Nc2cccc(F)c2)c1 | -18% | -4% | 12 | 2% | -18% | -1% | ? | nt | nt | -23% | -0.2%
N#Cc1c(-c2ccccc2)nc(SCC(=O)Nc2ccccc2)[nH]c1=O | -15% | 0% | -1 | 2% | -7% | 3% | 4% | -2% | -4% | 22% | -0.8%
Cc1ccc(Nc2ccc(-n3ccnc3)nn2)cc1C | 32% | 3% | 7 | 4% | -9% | 0% | 1% | -3% | 1% | -17% | -0.5%
O=C(O)C1CSC(c2ccccc2Cl)N1C(=O)c1ccc(Cl)cc1 (centres undefined) | -17% | -2% | 0 | 2% | 8% | 2% | 3% | -1% | -2% | 11% | -0.5%

Continued (two carried over from the part before).
SMILES | BRCA1 expr up | ELG1 genotox | TRPV1 ag | USP2a block | Eya2 inh | S-ASM inh | uPA surface inh | p53 reactivation | TSG101-PTAP inh | Integrin act MD | B2AR arrestin
Cc1ccc(Nc2ccc(-n3ccnc3)nn2)cc1C | 32% | 3% | 7 | 4% | -9% | 0% | 1% | -3% | 1% | -17% | -0.5%
O=C(O)C1CSC(c2ccccc2Cl)N1C(=O)c1ccc(Cl)cc1 (centres undefined) | -17% | -2% | 0 | 2% | 8% | 2% | 3% | -1% | -2% | 11% | -0.5%
O=C(O)c1cc(/C=C/c2ccc(N3CCOCC3)cc2)nc2ccccc12 | 0% | 13% | 0 | -2% | -5% | 35%[activator] | -19% | -9% | -5% | -21% | -0.2%
O=S(=O)(NCC(c1ccco1)N1CCOCC1)c1ccc(Cl)cc1 (centres undefined) | -5% | -2% | -2 | -1% | -1% | 12% | -1% | -2% | -2% | 14µM* | -0.7%
COc1cc(/C=C2/SC(=S)N(CC(=O)O)C2=O)ccc1OCC(=O)Nc1ccc(C)c(C)c1 | nt | 3% | -1 | 0% | 5% | nt | nt | 17% | nt | nt | 0.2%
COc1ccc2[nH]c3c(c2c1)CCN1C(=O)C(CC(=O)NC/C=C(\C)CCC=C(C)C)C[C@H](C(=O)N2CCCCC2)[C@@]31C (some centres undefined) | nt | -1% | nt | 2% | 7% | nt | nt | -1% | nt | nt | 0.2%
COC1CCN(C(=O)CC2C(=O)NCCN2CC2CCCCC2)CC1 (centres undefined) | -8% | 1% | -1 | 2% | -3% | 79%[activator] | 0% | 1% | -1% | 23% | -0.3%
CN(Cc1cccs1)C(=O)CCNS(=O)(=O)c1ccc(Br)cc1 | -4% | -2% | 13 | 1% | -12% | 1% | 11% | 1% | -6% | -30%[inhibitor] | 0.2%
COCCNC(=S)N(CCc1c(C)[nH]c2ccc(Cl)cc12)Cc1cccnc1 | -19% | -6% | 11 | -1% | 7% | 2% | -10% | -3% | -6% | 2% | -0.3%
COc1ccc(NC(C)=O)cc1NC(C)C(=O)Nc1ccccc1F (centres undefined) | 0% | -1% | -1 | -2% | 6%[15.4 µM] | 3% | -2% | 5% | -5% | 5% | -0.7%
CC/C(=N\NC(=O)CSc1ncccn1)c1ccc2c(c1)OCCO2 | -4% | 1% | 2 | 2% | -7% | 8% | -2% | -7% | -1% | 2% | -0.5%
CCCn1nc(NC(=O)c2ccco2)c2cc3ccccc3nc21 | 4% | -11% | ? | 1% | -15% | 338%[activator] | 19% | -5% | -10% | -17% | -0.4%
N#Cc1ccc(NC(=O)CN2CCN(c3ccccn3)CC2)cc1 | -8% | -7% | 1 | 1% | 8% | 0% | -3% | 0% | -6% | ? | 0.1%
CCN(CC)C(=O)c1ccc2c(=O)n(CCOC)c(=S)[nH]c2c1 | -2% | -6% | 8 | 0% | 5% | 2% | -1% | -17% | -7% | -2% | 0.2%
NS(=O)(=O)c1ccc(NC(=O)COC(=O)COc2ccc(Br)cc2)cc1 | 16% | -1% | 0 | -3% | -4% | -10% | 7% | 1% | -4% | -5% | -0.5%
Cc1cc(-c2nc(-c3ccc(C(C)(C)C)cc3)no2)no1 | 7.1µM* | ? | ? | 3% | -10% | 46%[activator] | 11% | 20% | -5% | ? | -0.3%
COc1ccc(CN=C2NN=C(c3cccc(OC)c3)CS2)cc1 | ? | -7% | 5 | -7% | -4% | -2% | -6% | 16% | 4% | 5% | 0.4%
COc1ccc(C2(CNC(=O)c3cccs3)CCOCC2)cc1 | 5% | 3% | 4 | 0% | 5% | -1% | 2% | -3% | -1% | 4% | -1.1%
Cc1n[nH]c(C)c1CCCCOc1ccccc1 | -2% | -5% | 2 | 0% | -18% | 1% | 1% | 5% | -1% | -32% | 0.0%
Fc1ccc2cnc(-c3ccccc3F)cc2c1 | 13% | ? | nt | 3% | 9% | 7% | -2% | 29% | nt | 3% | -0.8%
